Screening results (PubChem)
Tb PFK block: blocks T. brucei phosphofructokinase. O15648. T. brucei PFK, ADP-Glo luminescence. Potency, µM (titrated, usually from 57.5 µM), inactives show top-dose activity, negative = inhibition, usual class: inhibitors. 0.17% of 330,000 active. AID 485367;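 also: potency is read from the fitted curve at half-maximal effect; 0% = uninhibited 1x PFK enzyme wells and -100% = no-enzyme wells; nearly all actives have a fitted effect of over 60% in size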
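1.25 nM PFK with 0.5 mM F6P and 0.1 mM ATP in 0.1 M TEA pH 8.0, 5 mM MgCl2, incubated 45 min at room temperature; ADP measured by ADP-Glo luminescence; compounds titrated up to 57 uM.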
USP2a block: USP2a (human) protease inhibition | O75604 | USP2 core, Ub-CHOP2 coupled fluorogenic reporter, 485/531 | Potency, µM (series often up to 38.3 µM), for the others: at the highest dose activity change, negative = inhibition, actives largely listed as inhibitors | 0.01% of 330,000 active | AID 463254;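 also: potency is read from the fitted curve at half-maximal effect; plate controls were DMSO wells for no effect and full inhibition by NEM control for full effect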
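Deubiquitinase activity read as fluorescence (485/531 nm) after Ub-CHOP2 cleavage activates the enterokinase reporter on its substrate; USP2 core 10nM, Ub-CHOP2 and substrate 25nM each, 30min compound preincubation then 60min RT; data normalized to NEM, curves fitted.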
ELG1 repair inh: inhibitors of ELG1-dependent DNA repair in HEK293T cells | HEK293T ELG1-luciferase reporter, luminescence, 16 h; DNA damage induced by 5-fluorouridine | Potency, µM (titrated, usually from 46.1 µM), inactives show at the top dose activity change, negative = inhibition, hits mostly inhibitors | 2.3% of 330,000 active | AID 504467; also: potency is read from the fitted curve at half-maximal effect; % is scaled to controls: 0 for no effect and ±100 for the full control effect; nearly all actives have a fitted effect of over 55% in size
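HEK293T cells expressing luciferase-tagged ELG1 (2,000/well) received 5-Fluorouridine plus compound or DMSO for 16 hr at 37 °C. Luciferase was read by ONE-Glo luminescence after 30 min at room temperature.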
B2AR arrestin: beta2AR (human) beta-arrestin recruitment activity; P07550; beta-arrestin recruitment to beta2AR, cell-based reporter; Potency, µM (doses to about 46.1 µM), for the others: at the highest dose activation, most hits filed as activators; 0.02% of 330,000 active; AID 492947;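 also: potency is read from the fitted curve at half-maximal effect; 0% = DMSO controls and full agonism = EC100 isoproterenol or metaproterenol; nearly all actives have a fitted effect of over 65% in size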
Eya2 phos inh: blocks the phosphatase activity of human Eya2; O00167; recombinant Eya2, OMFP fluorescence dephosphorylation (OMFP is methylfluorescein phosphate); Potency, µM (top dose mostly 76.9 µM), for inactives: top-dose activity, negative = inhibition, most hits filed as inhibitors; 0.006% of 330,000 active; AID 488837; also: potency is read from the fitted curve at half-maximal effect; % is scaled to controls: 0 for no effect and ±100 for the full control effect
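Eya2 (0.2 uM) preincubated 10 min at ambient with compound, then OMFP substrate added at 50 uM; 10 min reaction in 50 mM HEPES pH 7.5, 50 mM NaCl, 5 uM MgCl2, 0.05% BSA, 1 mM DTT. Fluorescence read at Ex 485/Em 525 nm.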
Chronic BCR inh: chronic active BCR signaling inhibition. ABC-DLBCL IkBa-CBG/CBR reporter, luminescence ratio, 4 h. Potency, µM (doses to about 46.1 µM), inactives show top-dose ratio change, negative = lower green/red ratio, most hits filed as inhibitors. 0.05% of 340,000 active. AID 493014; active = well fitted inhibition curve with a large enough effect in the signal ratio, with a control signal flat, not every such curve was filed as active; inconclusive = small, poorly fitted or top-dose-only effect, or effect the other way, or a change in a side signal; the % refers to the signal ratio;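 also: potency is read from the fitted curve at half-maximal effect; plate controls were basal doxycycline-induced cells for no effect and cells given 10 µM MG132 for full effect; MG132 reads +100%, hits lower the ratio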
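Compounds up to 46 uM were incubated four hours with TMD8 cells whose green CBG68 luciferase is fused to IkappaBalpha; red CBR luminescence normalised the signal, and concentration-effect curves were fitted to fusion, red and ratio data.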
TCR act: activates T cell receptor signaling; Potency, µM (highest dose often 9.22 µM), for inactives: at the highest dose activation of IL-2 secretion, hits mostly activators; primary human leukocytes, anti-CD3, IL-2 HTRF, 48 h; 330,000 tested, under 10 active; AID 504894; also: % of control where 0% means no effect
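Primary human leukocytes receive a-CD3 beads and test compound and are incubated 48 hr. Secreted IL-2 is then assayed by HTRF, measuring 665nm acceptor emission after 320nm excitation of the europium donor.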
TSHR antagonist: blocks TSH signaling through the human TSH receptor; P16473; TSHR-expressing cells, TSH-stimulated cAMP HTRF, 2 h; stronger effect = lower value; activity change, negative = inhibition, % at 11.5 µM; 0.2% of 330,000 active; AID 504810;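 active = activity change below a set negative limit, meaning inhibition stronger than a set level, cut at about -70% in these data; inconclusive = activity change between two set negative limits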; also: % is scaled to controls: 0 for no effect and ±100 for the full control effect
Target sequence (P16473 whole entry, looked up): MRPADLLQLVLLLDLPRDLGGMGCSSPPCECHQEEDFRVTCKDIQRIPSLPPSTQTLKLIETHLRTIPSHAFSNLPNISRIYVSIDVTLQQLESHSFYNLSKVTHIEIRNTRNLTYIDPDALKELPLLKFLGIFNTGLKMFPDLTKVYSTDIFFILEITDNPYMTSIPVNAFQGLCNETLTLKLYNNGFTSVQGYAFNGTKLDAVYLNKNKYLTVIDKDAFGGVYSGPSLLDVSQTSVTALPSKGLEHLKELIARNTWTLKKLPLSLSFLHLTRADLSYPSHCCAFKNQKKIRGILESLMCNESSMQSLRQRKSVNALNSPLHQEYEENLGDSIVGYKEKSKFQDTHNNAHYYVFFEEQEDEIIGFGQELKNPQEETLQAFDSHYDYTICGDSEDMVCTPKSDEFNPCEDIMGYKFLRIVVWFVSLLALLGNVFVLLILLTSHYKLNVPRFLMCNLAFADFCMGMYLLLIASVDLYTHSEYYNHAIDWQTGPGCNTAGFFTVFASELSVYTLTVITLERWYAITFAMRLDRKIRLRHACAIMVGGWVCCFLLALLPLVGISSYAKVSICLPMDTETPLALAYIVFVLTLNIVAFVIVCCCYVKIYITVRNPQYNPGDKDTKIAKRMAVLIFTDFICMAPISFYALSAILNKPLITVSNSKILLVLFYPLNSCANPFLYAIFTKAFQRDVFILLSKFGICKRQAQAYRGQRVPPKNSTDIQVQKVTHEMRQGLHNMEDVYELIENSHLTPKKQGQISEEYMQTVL
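Competitive HTRF cAMP read-out (cryptate anti-cAMP antibody, cAMP-d2; 30 min, room temperature) in freshly harvested TSHR cells. Compounds added before TSH at EC80 (4nM final), followed by 2 hours' incubation at 37 deg C.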
uPA generation: blocks generation of uPA at the cell surface; cell surface uPA generation assay, qHTS; Potency, µM (series often up to 38.3 µM), for the others: top-dose activity change, negative = inhibition, hits mostly inhibitors; 0.31% of 330,000 active; AID 540303; active = well fitted inhibition curve with a large enough effect; inconclusive = small, poorly fitted or top-dose-only effect; inactive = no such curve, though single readings can be large or run the other way; tested in mouse RAW 264.7 cells; also: potency is read from the fitted curve at half-maximal effect; % is scaled to controls: 0 for no effect and ±100 for the full control effect; nearly all actives have a fitted effect of over 55% in size
Mito fusion yeast: inhibitors of mitochondrial division or activators of mitochondrial fusion | S. cerevisiae fusion-defective mutant growth rescue, CellTiterGlo 48 h | AID 485298 | Potency, µM (top dose mostly 46.1 µM), inactives show at the highest dose growth rescue (activation), hits mostly activators | 0.23% of 320,000 active;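 also: potency is read from the fitted curve at half-maximal effect; % of control where 0% means no effect; nearly all actives have a fitted effect of over 45% in size; temperature-sensitive fusion mutants such as fzo1-1 at 37 °C on non-fermentable ethanol glycerol medium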
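Growth-rescue viability read-out: after 48 h at the non-permissive 37C in glycerol/ethanol YPEG, yeast mitochondrial fusion mutants are measured by CellTiterGlo luminescence; compounds (23 nl pinned per well) restoring growth score as division inhibitors or fusion activators.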
PTAP TSG101 blk: blocks PTAP/TSG101 interaction to inhibit HIV-1 budding; Q99816; Fluorescence polarization, FITC-PTAP peptide / Tsg101 binding; Potency, µM (highest dose often 115 µM), for the others: at the top dose activity change, negative = inhibition, hits mostly inhibitors; 340,000 tested, under 10 active; AID 493005; active = well fitted inhibition curve with a large enough effect in the main read-out, with a control signal flat, not every such curve was filed as active; inconclusive = small, poorly fitted or top-dose-only effect, or effect the other way, or a change in a side signal; inactive = no such curve, though single readings can be large or run the other way; also: potency is read from the fitted curve at half-maximal effect; % of control where 0% means no effect
Target sequence (Q99816 whole entry, looked up): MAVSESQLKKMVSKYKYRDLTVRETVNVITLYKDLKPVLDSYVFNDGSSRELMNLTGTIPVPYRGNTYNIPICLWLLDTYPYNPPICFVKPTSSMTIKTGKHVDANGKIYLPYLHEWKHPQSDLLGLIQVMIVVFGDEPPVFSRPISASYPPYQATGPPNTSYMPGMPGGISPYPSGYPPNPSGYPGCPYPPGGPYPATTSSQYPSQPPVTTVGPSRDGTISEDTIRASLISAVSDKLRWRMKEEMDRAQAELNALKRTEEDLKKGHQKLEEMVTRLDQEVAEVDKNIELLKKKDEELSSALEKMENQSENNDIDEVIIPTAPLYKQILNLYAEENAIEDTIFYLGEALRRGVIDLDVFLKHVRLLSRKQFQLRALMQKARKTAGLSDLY
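Fluorescence polarization binding of Tsg101 binding domain (10 uM final) to FITC-labeled PTAP peptide (50 nM final) in HEPES pH 7.5 buffer with NaCl, Tween 20, EDTA, TCEP. Compounds added before peptide; binding 20 min at RT.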
* hit, by the source's call; ? = inconclusive; · = no result given; [ ] = another dose, or the depositor's remark. Unless noted, calls follow the shape of the dose curve; as a rule, active = well fitted curve in the direction sought with a large enough effect; inconclusive = small, poorly fitted or top-dose-only effect, or another doubt; inactive = no such curve, though single readings can be large; an effect the other way counts as inactive or inconclusive.

SMILES	Tb PFK block	USP2a block	ELG1 repair inh	B2AR arrestin	Eya2 phos inh	Chronic BCR inh	TCR act	TSHR antagonist	uPA generation	Mito fusion yeast	PTAP TSG101 blk
CCOc1ccc(N2CC(C(=O)Oc3ccccc3)CC2=O)cc1 (stereo unspecified)	1%	-1%	6%	-0.1%	-5%	2%	1%	-6	7%	2%	-6%
CSc1ncc(C(=O)Nc2ccc(C)cc2C)c(C)n1	0%	1%	6%	0.3%	1%	?	-2%	-4	-2%	1%	0%
COc1ccc(/C=C(/NC(=O)c2ccccc2)C(=O)N2CCCC2)cc1OC	-6%	1%	2%	0.2%	1%	1%	-5%	-8	-3%	8%	-5%
CCOc1ccc2nc(N(CCN(C)C)C(=O)c3ccc4c(c3)CCCC4)sc2c1	1%	-1%	16%	-0.5%	-9%	4%	-2%	0	-1%	-9%	0%
Cc1ccc(S(=O)(=O)Nc2ccc(NC(=O)c3cccs3)cc2)cc1	0%	5%	?	-0.1%	8%	?	16%	-33	2%	-2%	-3%
O=C(C1CCCO1)N1CCN(c2ccccn2)CC1 (stereo unspecified)	2%	0%	0%	0.2%	-5%	0%	2%	9	-2%	-3%	-3%
CCCCCC(=O)N1CC2(CC(c3cccc(NC(=O)[C@@H]4CCC(=O)N4)c3)=NO2)C[C@@H]1C(N)=O (stereo partly specified)	-12%	16%	?	-0.3%	-3%	1%	6%	0	1%	12%	-2%
CCN1CCN(c2sc(S(C)(=O)=O)nc2S(=O)(=O)c2ccc(Cl)cc2)CC1	5%	1%	?	0.1%	1%	?	-2%	7	-12%	2%	-1%
Cc1ccc(NC(=O)N2CCc3ccccc32)cc1C	-9%	13%	?	-0.2%	2%	?	0%	-4	-14%	0%	1%
FC(F)Sc1ccc(NC(=S)NCc2ccccc2)cc1	-4%	-1%	-20%	0.1%	-9%	0%	2%	-12	-7%	3%	0%
Cc1cccc(C(=O)OCN2C(=O)c3ccccc3C2=O)c1[N+](=O)[O-]	-6%	-2%	-4%	-0.2%	4%	0%	7%	-6	-3%	0%	-4%
COc1ccc(/C=N/NC(=O)CNc2c(Br)cc(C)cc2Br)c(C(=O)O)c1OC	-4%	3%	0%	-1.0%	2%	1%	-3%	2	-1%	15%	-12%
CC12CCCCC1NS(=O)(=O)OC2 (stereo unspecified)	-2%	0%	0%	0.1%	-6%	-12%	-12%	1	-3%	0%	-3%
Cc1ccc2nc(NNC(=O)c3ccc(S(=O)(=O)N4CCc5ccccc5C4)cc3)sc2c1	0%	-11%	?	-1.4%	-3%	?	3%	9	?	-1%	1%
N#CC1=C(N)Oc2c(O)cc3ccccc3c2C1c1ccsc1 (stereo unspecified)	3%	1%	8%	0.2%	-12%	?	5%[46.1 µM]	-13	-7%	4%	-3%
CC1(C)Cc2c(c(N3CCOCC3)nc3sc4c(NN)ncnc4c23)CS1	-1%	1%	?	-0.2%	22%	?	2%	-8	0%	0%	-6%
O=C(N/C(=C\c1cccc([N+](=O)[O-])c1)C(=O)N1CCOCC1)c1ccc([N+](=O)[O-])cc1	0%	0%	-2%	-0.2%	-1%	3%	4%	-5	-2%	-5%	-3%
COCCNC(=O)c1ccc2ccccc2n1	2%	0%	6%	-0.1%	-1%	4%	-8%	6	2%	1%	-1%
Cc1cnc(C(=O)OCC(=O)N(Cc2ccccc2)C(C)(C)C)cn1	0%	3%	6%	-0.9%	-6%	0%	5%	-23	2%	·	-2%
NC(=O)c1cc2ccccc2oc1=NCc1ccccc1	0%	-1%	-2%	0.3%	17%	?	-8%	4	-4%	-3%	-4%
O=C(Nc1ccc2nc(-c3ccco3)[nH]c2c1)c1ccco1	-5%	0%	?	-0.9%	14%	?	·	11	-2%	4%	1%
Cc1c(NC(=S)Nc2ccccc2)c(=O)n(-c2ccccc2)n1C	-6%	3%	10%	-0.6%	3%	-4%	-4%[46.1 µM]	7	0%	-6%	2%
COc1cc([N+](=O)[O-])cc(/C=N/NC(=O)c2cc(C)nc3ccccc23)c1O	1%	-10%	0%	-0.5%	6%	5%	-3%	-16	?	-1%	3%
O=C(O)COc1ccc(NC(=O)c2ccc3c(c2)C(=O)N(C2CCCCC2)C3=O)cc1	-14%	2%	?	-0.9%	-4%	-2%	·	9	3%	0%	1%
O=C(CSc1ncn[nH]1)c1cc2ccccc2o1	2%	6%	16%	-0.7%	-10%	1%	0%	15	1%	-27%	-1%
SMILES	Tb PFK block	USP2a block	ELG1 repair inh	B2AR arrestin	Eya2 phos inh	Chronic BCR inh	TCR act	TSHR antagonist	uPA generation	Mito fusion yeast	PTAP TSG101 blk
Cc1cn2c(=O)c(C(=O)N3CCN(c4ccccc4)CC3)cnc2s1	-1%	2%	?	0.2%	3%	?	-4%	21	-2%	-10%	0%
COc1ccc(C2CC(c3cccs3)=NN2c2ccccc2)cc1 (stereo unspecified)	3%	0%	2%	-1.0%	-4%	23%	-5%	7	2%	7%	-2%
Cc1ccc(CN2CCN(/N=C\C=C\c3ccccc3)CC2)cc1	0%	2%	-9%	0.0%	9%	0%	0%	-9	1%	0%	-9%
CCCCn1c(SCC(=O)Nc2cccc(C)n2)nnc1-c1ccco1	-2%	-8%	?	3.7%	25%	1%	-2%	-4	1%	3%	-1%
COc1ccc(S(=O)(=O)NC2CC2)cc1Cl	2%	-1%	-5%	-0.4%	-3%	0%	-3%	4	-33%	2%	0%
O=C1CC[C@H](OCc2ccccc2)CCN1[C@H](CSc1ccccc1)Cc1ccccc1	-4%	-3%	?	0.8%	-9%	6%	4%	-11	-5%	5%	-8%
c1cnc(N2CCN(Cc3c[nH]c4ccccc34)CC2)nc1	6%	2%	1%	-0.2%	-2%	?	0%	10	-13%	0%	-1%
Cc1ccc(C(=O)NC2CCCC(C)C2C)cc1S(=O)(=O)N1CCCCC1 (stereo unspecified)	-7%	0%	-18%	0.0%	-7%	-7%	2%	-3	-14%	19%	-16%
Cc1ccc(S(=O)(=O)N2CCN(C(=O)CC(C)n3nc(C)c(Cl)c3C)CC2)cc1 (stereo unspecified)	-8%	-1%	-8%	-0.1%	10%	-1%	2%	2	12%	-2%	0%
COC(=O)c1c(NC(=O)CN2CCN(c3ccccc3OC)CC2)c2c(C)cccc2n1C	-3%	3%	?	0.2%	14%[15.4 µM]	?	·	-8	·	0%	·
CCOC(=O)NCc1ccc2c(c1)OCO2	1%	2%	?	-0.3%	-7%	3%	2%	6	4%	3%	-2%
COc1ccc(N(CC(=O)Nc2nccs2)S(=O)(=O)c2c(C)nn(C)c2C)cc1	-5%	0%	2%	1.1%	-3%	6%	3%	0	-10%	0%	0%
CC(C(=O)NC(=O)NC1CCCCC1)N1CCN(C(c2ccccc2)c2ccccc2)CC1 (stereo unspecified)	-2%	3%	?	-0.2%	2%	4%	0%	8	8%	3%	0%
CN1CCN(C(=O)CSc2nnc(COc3ccc(Cl)cc3)o2)CC1	?	0%	4%	-0.4%	17%	14%	1%	13	1%	16%	-1%
O=S(=O)(c1ccc(SCCOc2ccccc2)nc1)N1CCCC1	2%	3%	-5%	-0.3%	-15%	0%	-13%	-17	-6%	8%	1%
Cc1nc(-c2cccc(-c3noc(C)n3)c2)no1	0%	-1%	28%	2.4%	-11%	1%	0%	11	·	-2%	-4%
O=C(O)c1ccc2c(c1)-c1cc(C(=O)O)ccc1S2(=O)=O	14%	2%	-1%	-0.2%	5%	-5%	13%	14	7%	5%	-2%
C/C(=C\C(=O)c1ccc(Cl)cc1)Nc1ccc(N2CCOCC2)cc1	1%	7%	-4%	-0.8%	2%	3%	4%	25	1%	-1%	-1%
Cc1cc(/C=C(\C#N)C(=O)Nc2ccccc2)c(C)n1-c1cccnc1	6%	0%	?	0.1%	10%	5%	2%[46.1 µM]	-17	-7%	0%	-1%
COc1ccc(C(=O)NC(=S)N2CCCCC2)cc1[N+](=O)[O-]	-9%	2%	-8%	-0.1%	0%	-4%	4%[46.1 µM]	2	-4%	-5%	-6%
CCCc1cc(=O)[nH]c(SCC(=O)Nc2nonc2N)n1	2%	1%	10%	-0.1%	2%	0%	-1%	-3	11%	1%	-3%
CCOC(=O)C1(CCOc2ccccc2)CCN(Cc2cccc(F)c2)CC1	2%	1%	-13%	-0.4%	-1%	4%	-4%	45	-5%	-4%	-7%
